Compound activity as filed in PubChem.
ssDAF12 agonist – activators of S. stercoralis DAF-12 nuclear receptor | HEK293 ssDAF-12/GRIP1 lit1-tk-luc reporter, luminescence; % of 3 µM dafachronic acid response | activation, % at 6.8 µM | actives 1% (n = 370,000);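 active = activation above the mean over all tested compounds plus 3 SD, cut at about 0.9% in these data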;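 also: 0% = DMSO-only wells and 100% = 3 µM delta7-dafachronic acid wells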
sPLA2-III inh – Blocks human group III sPLA2 activity | Q9NZ20 | QFRET BODIPY PC-A2 liposome hydrolysis, fluorescence | inhibition, % at 12.2 µM | actives 0.56% (n = 370,000);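 active = inhibition above mean plus 3 SD of compounds lying within the high and low control bounds, cut at about 19% in these data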;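 also: 0% = median of test compound wells and 100% = no enzyme DMSO wells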
Target sequence (Q9NZ20 whole entry, looked up): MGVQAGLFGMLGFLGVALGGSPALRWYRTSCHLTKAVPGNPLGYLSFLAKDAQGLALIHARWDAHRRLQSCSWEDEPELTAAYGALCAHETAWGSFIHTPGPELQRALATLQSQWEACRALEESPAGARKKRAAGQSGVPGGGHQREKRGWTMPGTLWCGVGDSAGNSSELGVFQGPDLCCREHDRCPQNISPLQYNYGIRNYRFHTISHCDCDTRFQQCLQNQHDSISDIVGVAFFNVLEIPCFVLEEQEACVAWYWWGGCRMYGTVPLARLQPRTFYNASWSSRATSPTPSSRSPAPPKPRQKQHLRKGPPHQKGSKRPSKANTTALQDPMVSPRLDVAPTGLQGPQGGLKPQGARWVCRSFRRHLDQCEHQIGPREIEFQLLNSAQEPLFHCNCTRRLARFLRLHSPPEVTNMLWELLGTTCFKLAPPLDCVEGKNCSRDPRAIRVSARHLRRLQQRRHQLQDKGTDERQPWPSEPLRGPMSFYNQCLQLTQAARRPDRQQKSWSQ
KLK7 zymogen act – activates the human kallikrein-7 zymogen; purified proKLK7, EDANS-DABCYL substrate fluorescence; 100% is mature enzyme control, 0% vehicle; activation, % at 7 µM; actives 0.9% (n = 370,000); AID 652039;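 active = activation above the mean of all tested compounds plus 3 SD, computed per campaign excluding outliers beyond control limits, cut at about 13% in these data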
Target sequence (P49862 whole entry, looked up): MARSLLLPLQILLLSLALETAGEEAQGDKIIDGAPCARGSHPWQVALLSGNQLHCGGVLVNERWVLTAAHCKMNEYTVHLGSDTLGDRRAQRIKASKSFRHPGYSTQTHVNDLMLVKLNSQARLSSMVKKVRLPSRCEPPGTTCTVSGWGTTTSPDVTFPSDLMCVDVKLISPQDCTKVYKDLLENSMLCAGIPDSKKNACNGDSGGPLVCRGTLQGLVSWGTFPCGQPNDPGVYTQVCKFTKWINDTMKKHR
DAX1 inh-1 – inhibitors of DAX1 repression of SF-1 activated StAR promoter; AID 652010; actives 1.1% (n = 370,000); inhibition, % at 6.8 µM; HEK293T StAR-luciferase reporter, SF-1/DAX-1 repression relief;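 active = inhibition above the mean over all tested compounds plus 3 SD, cut at about 3.6% in these data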;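 also: 0% = DAX-1 cells with DMSO and 100% = cells lacking DAX-1 with DMSO; higher inhibition means more luminescence from relief of DAX-1 repression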
hgDAF-12 ag – activates the H. glycines DAF-12 receptor ligand-binding domain | HEK293 GAL4-hgDAF12 UAS-luciferase reporter, agonist luminescence; normalized to butyrate control | activation, % at 6.8 µM | actives 1.8% (n = 370,000) | AID 687014;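 active = activation above a cutoff set at the mean of all screened compounds plus 3 SD, cut at about 10% in these data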;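 also: 0% = DMSO wells and 100% = sodium butyrate wells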
NPR1 activator – GC-A (human) enzyme activation. HEK293 GC-A cells, cGMP TR-FRET, EC30 ANP; 0% at EC30 ANP, 100% saturating ANP. activation, % at 10 µM. actives 0.14% (n = 370,000). AID 1671463; in the data active = activation above about 40%
GC-B act – GC-B (human) receptor activation; P20594; HEK293-GC-B cells, CNP EC30, cGMP TR-FRET; 0% at EC30 CNP, 100% saturating CNP; activation, % at 10 µM; actives 0.11% (n = 370,000); AID 1920062;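 active = activation at 10 µM reaching about 35% in either raw or pattern-adjusted values, limit read from the data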
SMARCA2 activ – activators of SMARCA2 function; MG213 cells, MMTV-luciferase reporter, dexamethasone, overnight; activation, % at 9.1 µM; actives 1% (n = 370,000); in the data active = activation above about 7.8%;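 also: 0% = vehicle wells and 100% = reference activator wells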
DAX1 inh-2 – inhibits human nuclear receptor DAX1 | actives 0.99% (n = 340,000) | inhibition, % at 6.75 µM | P51843 | HEK293 Gal4-DAX1 luciferase reporter, luminescence | AID 504766;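 active = inhibition above the mean over all tested compounds plus 3 SD, cut at about 4.2% in these data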;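 also: 0% = DAX1-transfected cells with DMSO and 100% = empty-vector control cells with DMSO; inhibition shows as a rise in luminescence from relieved DAX1 repression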
Target sequence (P51843 207-470 limits assumed): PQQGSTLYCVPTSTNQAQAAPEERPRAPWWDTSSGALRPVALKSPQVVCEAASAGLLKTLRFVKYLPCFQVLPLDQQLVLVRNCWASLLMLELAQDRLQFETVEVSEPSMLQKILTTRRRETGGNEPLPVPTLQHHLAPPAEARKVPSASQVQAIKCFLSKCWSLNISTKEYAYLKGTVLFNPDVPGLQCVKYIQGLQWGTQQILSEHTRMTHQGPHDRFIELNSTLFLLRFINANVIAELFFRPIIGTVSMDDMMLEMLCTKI
FXN GAA850 act – activators of GAA850 frataxin (FXN) promoter. HEK293 lucGAA850 FXN promoter luciferase reporter, 24 h; percent of 10 µM SAHA response. activation, % at 6 µM. actives 0.56% (n = 360,000). AID 540364;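 active = activation above the average of all compounds screened plus 3 SD, cutoff fixed separately per campaign, cut at about 7.5% in these data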;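 also: 0% = DMSO wells and 100% = 10 µM SAHA wells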
hcDAF-12 act – activates DAF-12 receptor from parasite H. contortus | HEK293 hcDAF-12 lit1-tk-luc reporter, luminescence; 0% DMSO, 100% Δ7-dafachronic acid | activation, % at 6.8 µM | actives 1.4% (n = 370,000);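 active = activation above the mean of all tested compounds plus 3 SD, cut at about 5.5% in these data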;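 also: 100% = response to 3 µM Δ7-dafachronic acid high control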
Numbers without * were called inactive; . = not tested or not shown.

Every second line gives: NPR1 activator, hcDAF-12 act, GC-B act, KLK7 zymogen act, FXN GAA850 act, ssDAF12 agonist, hgDAF-12 ag, SMARCA2 activ, sPLA2-III inh, DAX1 inh-1, DAX1 inh-2
1) Cc1ncsc1CCOC(=O)C12CC3CC(CC(C3)C1)C2
    6, 1.4, 0, -0.2, 0.3, -0.9, 0.7, -6, 6, 0.0, 2.3
2) CCOC(=O)N1CCC(Nc2c(-c3ccc(C)cc3)c(=O)c2=O)CC1
    -2, -0.5, -2, 0.2, -2.5, 3.5*, -2.3, 0, -2, -0.1, -1.4
3) O=C(NCc1ccco1)c1ccc(COCC(F)(F)F)cc1
    3, -2.0, -2, -0.5, 1.1, -0.9, -2.5, 5, -2, -0.7, 0.2
4) CCn1c(=O)cc(OCC(=O)Nc2ccccc2C#N)c2ccccc21
    14, 0.6, 21, 0.3, -0.7, -0.2, -0.4, -2, 0, -0.8, 2.4
5) Cc1ccc(S(=O)(=O)N2CCCN(S(=O)(=O)c3ccc(C)cc3)CC2)cc1
    0, -2.8, -1, -0.5, 3.7, -1.3, 0.9, -2, -7, -1.1, 0.3
6) CCOc1ccc(CN2CCNC(=O)C2CC(=O)NCCc2ccccn2)cc1 (stereo unspecified)
    1, -1.3, 3, 0.3, 5.0, -0.9, 1.9, -2, 0, -0.2, 0.9
7) CN(C)c1ccc(P(=O)(Nc2ccccc2)N2CCOCC2)c(NC(=O)c2cccs2)c1 (stereo unspecified)
    -4, 4.2, -3, 0.4, -1.8, 0.7, 3.1, 1, -7, -0.1, 0.0
8) COCCNC(=O)C1(C)CCCN(C(=O)c2ccc(C(=O)OC)cc2)C1 (stereo unspecified)
    1, 1.6, 4, 0.2, 1.0, -1.2, 2.1, 0, -11, -1.0, .
9) CCOC(=O)N1CCN(S(=O)(=O)c2c(C)[nH]c(=O)[nH]c2=O)CC1
    1, 0.3, 3, 0.2, -2.9, 0.3, 2.8, -1, 2, 0.2, 0.5
10) O=C(O)c1ccccc1-c1ccccc1C(=O)Nc1ccc2c(c1)CCC2
    0, -0.6, -4, -0.4, 0.7, -1.4, 0.9, 1, -6, 0.0, 0.2
11) Nc1nnnn1/N=C/c1ccc(N2CCCCC2)c([N+](=O)[O-])c1
    -2, 1.7, -2, 0.7, 4.7, -0.6, 7.2, 1, 18, -0.5, 0.2
12) COC(=O)Cc1ccc(OC(=O)C2CCN(S(=O)(=O)c3ccc(OC)c(OC)c3)CC2)cc1
    3, -0.8, 1, 0.0, 0.6, -1.3, 0.3, -2, -19, 0.6, 1.4
13) CNc1cncc(-c2cc(C)c(O)c(C)c2)n1
    1, -0.6, 3, 1.8, -2.7, -0.6, 9.6, 2, 7, -1.1, .
14) CC(=O)Nc1ccc(OCc2ccc(S(=O)(=O)Cc3ccccc3)cc2)cc1
    3, -0.2, 8, 0.2, -0.9, -1.9, -3.0, -3, 5, -1.7, 0.9
15) CC(O)CNc1nc2ccccc2n1CC(=O)N1CCN(Cc2ccccc2)CC1 (stereo unspecified)
    -2, -0.3, -2, -0.5, 1.6, -0.1, -4.7, -3, 9, 0.6, 0.9

More records
Every second line gives: NPR1 activator, hcDAF-12 act, GC-B act, KLK7 zymogen act, FXN GAA850 act, ssDAF12 agonist, hgDAF-12 ag, SMARCA2 activ, sPLA2-III inh, DAX1 inh-1, DAX1 inh-2
16) O=[N+]([O-])CC(c1ccc(F)cc1)c1c[nH]c2ccccc12 (stereo unspecified)
    2, -1.4, -4, 0.4, -4.4, 0.1, 3.9, -2, -70, -1.4, -3.1
17) Cc1csc2c(N(C)CCO)ncnc12
    4, 0.2, 3, 0.4, 2.4, -0.9, -1.3, -4, -3, 0.2, 1.4
18) N#C/C(=C/c1cccc(O)c1)C(=O)NCc1ccc(Cl)cc1
    9, 3.5, 0, -0.4, 0.3, -1.4, 0.4, 2, -16, 0.0, 0.5
19) CC(C)N1CC(C(=O)Nc2ccc(Cl)cc2Cl)CC1=O (stereo unspecified)
    5, 2.4, -2, 0.1, 0.0, -1.3, -2.2, -3, -5, 0.8, -0.2
20) Fc1ccc(NC(=S)Nc2cc(-c3ccccc3)[nH]n2)cc1Cl
    7, -0.7, -5, -0.4, 0.9, -2.5, -9.7, -8, -3, -1.5, -0.5
21) CCOC(=O)N1CCC(NC(=O)C2CCCN2C(=O)OCc2ccccc2)CC1 (stereo unspecified)
    1, -0.2, 0, 0.5, 1.8, -0.8, -2.6, 2, -5, -1.0, -1.2
22) CC1=C(C(=O)OCC2CCCO2)C(c2ccncc2)C2=C(CCCC2=O)N1 (stereo unspecified)
    1, -1.2, 8, 10, 0.1, -0.7, 0.7, -2, 11, 0.3, -0.5
23) O=C(CSc1nc2ccccc2[nH]1)N1CCN(c2ccccc2)CC1
    -6, -1.1, -7, 0.1, -1.4, -1.1, -1.4, -1, -9, -0.2, 1.5
24) CCOC(=O)c1cc(-c2ccc(/C=C3/C(=O)NC(=O)C(C#N)=C3C)o2)ccc1Cl
    -3, -0.2, 0, 0.0, 0.8, -1.3, 1.7, -1, -7, 0.2, 1.1
25) COc1ccc2oc(=O)c(C(=O)NCC3CCCO3)cc2c1 (stereo unspecified)
    6, 1.9, -2, -10, 1.5, -0.8, -0.8, 0, 2, 0.7, 0.3
26) Cc1ccc(-c2noc(N=O)c2NO)cc1
    -1, -1.3, 2, -0.2, 1.4, -0.9, -5.6, -2, -68, -1.0, .
27) COc1cccc2sc(NC(=O)c3ccc(Br)s3)nc12
    3, -0.6, -4, -0.4, 0.3, -0.7, 0.8, 4, 5, -0.3, 1.1
28) COc1ccc(OC)c(-c2nn(-c3ccccc3)cc2C(=O)NCC(c2ccco2)N2CCCC2)c1 (stereo unspecified)
    -5, -0.9, -3, -0.4, -0.9, -1.6, -2.8, 3, -15, 1.5, -0.3
29) CC1CCN(C(=S)c2cccc([N+](=O)[O-])c2)CC1
    0, -1.8, -2, 0.0, 1.1, -1.4, -2.3, 0, 0, -0.3, -0.3
30) COc1cccc(C(=O)CSc2nnc(-c3ccco3)n2CC2CCCO2)c1 (stereo unspecified)
    -2, -1.3, -2, 0.5, -0.3, -1.1, -1.8, -3, -29, 0.1, 1.8

Pulled one by one from above (two):
Every second line gives: NPR1 activator, hcDAF-12 act, GC-B act, KLK7 zymogen act, FXN GAA850 act, ssDAF12 agonist, hgDAF-12 ag, SMARCA2 activ, sPLA2-III inh, DAX1 inh-1, DAX1 inh-2
24) CCOC(=O)c1cc(-c2ccc(/C=C3/C(=O)NC(=O)C(C#N)=C3C)o2)ccc1Cl
    -3, -0.2, 0, 0.0, 0.8, -1.3, 1.7, -1, -7, 0.2, 1.1
1) Cc1ncsc1CCOC(=O)C12CC3CC(CC(C3)C1)C2
    6, 1.4, 0, -0.2, 0.3, -0.9, 0.7, -6, 6, 0.0, 2.3

(list continues)
Every second line gives: NPR1 activator, hcDAF-12 act, GC-B act, KLK7 zymogen act, FXN GAA850 act, ssDAF12 agonist, hgDAF-12 ag, SMARCA2 activ, sPLA2-III inh, DAX1 inh-1, DAX1 inh-2
31) COc1ccccc1CNS(=O)(=O)c1c(C)nc2sccn2c1=O
    0, 0.5, 0, 1.9, 0.6, -0.8, 4.1, 1, 3, 0.8, 0.4
32) O=C(C1=NOC2(C1)C(=O)Nc1ccccc12)N1CCCCC1 (stereo unspecified)
    1, -0.5, 1, -0.1, ., -0.5, 4.1, -1, 5, 1.3, .
33) COC(=O)CCC(=O)NC1CC(C)(C)Cc2c1cnn2-c1ccc(F)cc1 (stereo unspecified)
    -1, -0.1, 0, -0.1, 0.1, -1.4, -0.7, -2, -1, -0.1, -1.4
34) CN(C)c1ccc(C2Nc3ccccc3C(=O)N2CCN2CCNC2=O)cc1 (stereo unspecified)
    -1, -1.0, 6, 1.2, 1.1, -0.3, 1.5, -4, -1, 0.2, -0.5
35) Cc1c(C(=O)N(C)c2ccccc2Cl)cnn1-c1ccccc1
    -3, -1.0, -4, 0.2, 1.0, -1.5, 0.8, -3, 15, 0.1, 1.6
36) CCCCNc1c(C(=O)OCC)c(=O)[nH]c2ccccc12
    1, -1.2, 6, 0.0, -0.7, -1.1, -0.8, 2, -4, -0.6, -0.1
37) CC(C)C1=CC(=NS(=O)(=O)c2cccc([N+](=O)[O-])c2)C=C(C(C)C)C1=O
    -6, -1.4, -6, 0.1, 0.5, -1.2, -0.8, 1, -3, -0.5, -0.6
38) COc1ccc2nc(NC(=O)c3cccc(-c4cc5ccccc5oc4=O)c3)sc2c1
    14, 2.4, 1, 0.5, 0.2, -0.1, 4.2, -1, 9, 1.4, -0.9
39) Cc1ccc(CNC(=O)COC(=O)[C@@H]2CC(O)CN2S(=O)(=O)c2ccc3c(c2)OCCO3)cc1 (stereo partly specified)
    -1, -1.5, 1, 0.1, 1.1, -0.7, 3.5, -2, -8, 0.3, 0.8
40) CCCc1c(C(=O)N/N=C/c2cccnc2)nnn1-c1nonc1N
    2, -2.9, 6, 0.0, -1.2, -1.9, -0.9, -1, 8, 1.3, -0.2
41) Cc1cccc(C)c1NC(=S)N(Cc1cccnc1)Cc1ccccc1Cl
    -7, -1.3, -2, -0.4, -1.0, -1.4, -1.2, -5, 5, -0.2, 1.8
42) CC(=O)c1cc(-c2ccc3ccccc3c2)c(=O)n2c1CCC2
    3, -0.3, -4, 0.8, ., -1.5, 0.6, 0, -7, -1.5, .
43) CC(C)CCNC(=O)CCSCCC(=O)NCCC(C)C
    -1, -0.5, -1, -0.5, -0.4, -0.1, -2.9, -4, -3, 0.0, 0.1
44) COc1ccc(OC)c(NC(=O)CCN2CCC(C)CC2)c1
    4, 0.8, 4, -0.3, -0.6, -1.4, 3.4, -1, 5, 0.2, 2.1
45) CCCNc1c(NC(=O)COc2ccc(Cl)cc2)c(=O)oc2ccccc12
    0, -2.8, 0, 0.2, -0.2, -1.6, -2.1, 1, -5, -0.5, 0.9
46) Cc1cccc(C)c1-n1nnnc1C(c1ccnc2ccccc12)N1CCN(C(=O)OCc2ccccc2)CC1 (stereo unspecified)
    -5, -1.6, 1, 0.6, ., -0.6, -1.6, 5, 7, 0.0, .
47) COc1ccc(CCC(C)NCc2ccc(C(F)(F)F)cc2)cc1 (stereo unspecified)
    -4, -1.4, 4, 0.5, 4.7, -1.1, -2.2, -2, 18, -1.1, 0.3
48) CCOC(CNC(=O)c1ccc2nc(N3CCC(C)CC3)sc2c1)OCC
    7, 2.0, 14, -0.2, -1.2, -1.3, 6.4, 3, -2, 0.8, -1.5
